# Screening results deposited in PubChem BioAssay by several laboratories.
# BB579 growth dn – reduces growth of yeast BB579 in restrictive medium. S. cerevisiae BB579 growth, OD615, 48 h. inhibition, % at 10 µM. 0.51% of 140,000 active;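 active = inhibition above a set limit, 3 SD over the mean compound inhibition, cut at about 44% in these data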; note: inactives centre near -24
#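 System: DeaD yeast strain BB579; buffer or medium: CSMM-D dextrose restrictive medium; technique: OD at 615 nm; schedule: 4 h cell preincubation, 48 h compound exposure, 30 °C humidified; doses: single 10 µM dose; controls: amphotericin B 10 µg/mL, positive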
# Measles CPE – protection of cells from measles virus | Measles virus-infected cells, CPE protection, absorbance | protection (pct of control), % at 4 µM | 1.5% of 140,000 active; in the data active = protection mostly above about 24%, no sharp cut-off; inactive = mostly below about 26%; note: some compounds called inactive have numbers as strong as hits
# GALR2 blocker – antagonists of human galanin receptor 2 (GALR2) | O43603 | GALR2-expressing cells, antagonist mode | inhibition, % at 4 µM | 0.39% of 140,000 active | AID 828; in the data active = inhibition above about 27%;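 note: cells stimulated with galanin 1-16 at roughly its EC80; 0% = agonist challenge control and 100% = basal control without agonist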
# Target sequence (O43603 whole entry, looked up): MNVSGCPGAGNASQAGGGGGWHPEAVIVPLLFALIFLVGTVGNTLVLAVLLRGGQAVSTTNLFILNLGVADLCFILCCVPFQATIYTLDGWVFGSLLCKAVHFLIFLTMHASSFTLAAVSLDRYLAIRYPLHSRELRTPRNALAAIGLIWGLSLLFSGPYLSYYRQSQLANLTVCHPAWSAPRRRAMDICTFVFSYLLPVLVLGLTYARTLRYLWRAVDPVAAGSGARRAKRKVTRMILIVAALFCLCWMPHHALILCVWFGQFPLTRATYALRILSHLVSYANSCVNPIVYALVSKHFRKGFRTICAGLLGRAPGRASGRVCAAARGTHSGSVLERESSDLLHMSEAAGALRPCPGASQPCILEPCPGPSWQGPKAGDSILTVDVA
# HCT116 PTEN-null – suppresses growth of cells with PTEN deletion; HCT116 PTEN-null viability, CellTiter-Glo, 60 h; hits give low values; viability, % at 10 µM; 1.2% of 140,000 active;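 active = viability at or below a set limit, 4 SD under the median of all tested compounds, cut at about 3.7% in these data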;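 note: PTEN knockout HCT116 line with beta catenin targeted HCT116 as companion control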
# Phagocytosis inh – blocks phagocytosis by macrophages; J774A.1 macrophage IgG-bead phagocytosis, imaging; inhibition, % at 5 µM; 0.07% of 110,000 active; AID 1029;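 active = inhibition above the mean of the plate negative controls plus 5 SD, cut at about 13% in these data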;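 note: phagocytic index as fraction of beads internalized from green versus red external bead signal; plate controls were DMSO negative control for no effect and cytochalasin-D positive control for full effect; some results beyond the cut were filed as inactive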
# NPY-Y2 antag – antagonists of human neuropeptide Y receptor Y2 | 0.99% of 140,000 active | AID 793 | NPY-Y2 expressing cells, antagonist mode | P49146 | inhibition, % at 2.7 µM; in the data active = inhibition above about 17%;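 note: 0% = vehicle with agonist challenge and 100% = reference antagonist with challenge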
# Target sequence (P49146 whole entry, looked up): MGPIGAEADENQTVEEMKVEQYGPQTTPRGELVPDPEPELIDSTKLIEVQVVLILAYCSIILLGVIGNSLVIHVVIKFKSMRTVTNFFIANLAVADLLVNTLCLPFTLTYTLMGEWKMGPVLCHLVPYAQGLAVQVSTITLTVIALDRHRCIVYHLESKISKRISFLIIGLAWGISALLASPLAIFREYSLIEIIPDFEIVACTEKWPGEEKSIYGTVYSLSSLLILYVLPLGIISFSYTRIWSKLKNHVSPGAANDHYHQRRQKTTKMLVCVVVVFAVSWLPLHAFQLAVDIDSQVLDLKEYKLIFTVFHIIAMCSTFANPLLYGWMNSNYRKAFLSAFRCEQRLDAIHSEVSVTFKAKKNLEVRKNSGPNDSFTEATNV
# MRP1 act – MRP-1 activation | H69AR cells + doxorubicin, viability rescue, CellTiter-Glo | AID 799 | viability increase, % at 10 µM | 0.61% of 140,000 active;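 active = viability gain under doxorubicin at or above a set limit, the compound median plus 3 SD, cut at about 4.7% in these data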;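 note: MRP-1 overexpressing cells given doxorubicin 25 µM after compound pretreatment; 18-22 h compound pretreatment then 72 h with doxorubicin before readout; 0% = doxorubicin-only wells and 100% = vehicle-treated cells without doxorubicin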
# E-sel TNF inh – TNF alpha driven E-selectin expression inhibition; inhibition, % at 2 µM; 0.71% of 120,000 active; HUVEC TNFa-induced E-selectin immunofluorescence, high content; AID 1246;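 active = inhibition above the batch mean plus 3 SD, and confirmed as a hit on visual image review, cut at about 43% in these data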;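 note: 0% = TNF-stimulated DMSO wells and 100% = unstimulated control wells; not every result past the cut was called active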
# Yeast lifespan up – yeast lifespan extension; 0.68% of 130,000 active; S. cerevisiae growth with nicotinamide, OD615; deaD strain in restrictive glucose medium; inhibition of the nicotinamide effect, % at 10 µM;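 active = inhibition above a set limit, placed 3 SD over the median of all compounds, cut at about 26% in these data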;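 note: 0% = nicotinamide-treated wells and 100% = cells grown without nicotinamide; some compounds called inactive have numbers as strong as hits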
#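 Assay system: DeaD-strain S. cerevisiae. Medium: CSMM-D glucose medium, restrictive. Reagent: nicotinamide, 1.5 mM, co-present with compound. Compound: 10 µM single point, 0.25% DMSO. Schedule: culture preincubation 4 h, compound exposure 48 h, both 30 °C. Detection: absorbance at 615 nm.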
# HCT116 bCat-KO – beta-catenin-lacking colon tumor cell growth suppression. 1.5% of 140,000 active. viability, % at 10 µM. HCT116 beta-catenin knockout viability, CellTiter-Glo, 60 h; hits give low values. AID 818;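 active = viability at or under a set limit, the compound median less 4 SD, cut at about 6% in these data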;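 note: 0% = Hyamine 1622 control at 20 µM and 100% = untreated cell control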
# The depositor's hits bear a star; nt = no result given.
SMILES,BB579 growth dn,Measles CPE,GALR2 blocker,HCT116 PTEN-null,Phagocytosis inh,NPY-Y2 antag,MRP1 act,E-sel TNF inh,Yeast lifespan up,HCT116 bCat-KO
CCCCNS(=O)(=O)c1ccc(NC(=O)C2c3ccccc3Oc3ccccc32)cc1,-48,18,-7,32,-6,4,-1.5,29,-5,26
Clc1cccc2sc(N3CCCC3)nc12,-22,27,8,97,3,5,0.0,-25,-17,105
CC(C)CNc1c(N)c(=O)oc2ccccc12,-57,8,4,95,-1,1,0.3,-7,-12,106
O=C(Oc1c(-c2ccccc2Cl)oc2ccccc2c1=O)c1ccc(Cl)cc1,-41,19,15,90,-3,6,-4.5,15,7,90
CCN(CC)c1ccc(NC(=O)Cn2c(C(C)NC(=O)c3ccccc3)nc3ccccc32)cc1 (centres undefined),-16,3,-13,54,-11,2,-5.1,-10,-2,80
O=C(CC1c2ccccc2Oc2ccccc21)NCc1ccco1,-2,28,1,67,1,2,-3.3,-11,-7,80
CCOC(=O)C1=C(C)NC(C)=C(C(=O)OCC)C1C(=O)OCC(=O)N1CCc2ccccc2C1,-62,6,-21,86,2,1,1.0,-51,-10,95
Cc1c(C)n(C(=O)CSc2nccn2C)c2ccccc12,-29,6,8,84,2,1,-1.4,7,-7,86
C/C(=N\N=C(/N)SC1CC(=O)N(c2ccc(Cl)c(Cl)c2)C1=O)c1cccs1 (centres undefined),-46,12,-8,79,-5,-1,-2.0,-70,-11,111
O=C(Cn1[nH]c(=O)c2ccccc2c1=O)OCC(=O)N1CCCc2ccccc21,-48,2,1,100,0,0,-1.7,-12,-10,89
COCCCN(C(=S)Nc1ccc(C)cc1Cl)C(C)c1ccncc1 (centres undefined),-35,5,12,99,-4,3,-0.7,nt,15,90
CSC1=NCCN1C(=O)c1ccc(Br)o1,2,15,5,107,1,1,1.7,-9,-8,100
CCC(=O)Nc1cc(C(C)C)c(O)cc1C,-6,28,1,96,-1,0,-0.6,4,19,102
CCOC(=O)/C(C#N)=N/Nc1ccccc1OC,-27,24,-3,92,-9,6,-1.5,28,-4,96
COc1ccc(NC(=O)CN(C)S(=O)(=O)c2ccc3c(c2)CCC(=O)N3)c(OC)c1,-2,2,-9,96,-1,-1,-2.1,nt,-6,98
N[C@@H](Cc1cc(I)c(O)c(I)c1)C(=O)O,-27,26,4,94,nt,2,-0.6,nt,6,87
COC(=O)c1ccc(Oc2ccc3nncn3n2)cc1,-3,2,-12,98,nt,0,-1.7,3,nt,91
CC(=O)Nc1ccc(S(=O)(=O)N(C)CC(=O)OCC(=O)Nc2ccc3c(c2)OCO3)cc1,-18,6,12,86,nt,2,0.0,nt,2,92
Cc1ccc(/C=C(/NC(=O)c2ccccc2)C(=O)NCCc2c[nH]c3ccccc23)o1,-8,3,-8,77,2,-1,-5.1,-30,-20,77
COc1ccccc1CNC(=O)COC(=O)c1cnccn1,6,1,1,107,0,3,0.1,7,-9,105
O=C(Cn1ncc(Cl)c(Cl)c1=O)NCC1CCCCC1,-20,0,47*,1.5*,-6,1,-5.5,13,-5,1.8*
CC(=O)c1cccc(N=C2NC(=O)CS2)c1,-21,11,-18,101,-2,2,-2.5,-15,-1,104
CCOC(=O)C1=C(N)OC2=C(C(=O)CC(C)C2)C1c1cccnc1 (centres undefined),-60,4,1,91,-4,2,-2.2,-1,4,88
Nc1cc(CN2C(=O)c3ccccc3C2=O)cc(Cl)c1O,-15,8,4,94,-1,0,-3.0,-6,-5,83
O=C(Nc1c(C(=O)O)[nH]c2ccccc12)NC1CCCCC1,-3,10,11,87,1,0,-4.2,-2,-20,85
O=c1c2c3c(sc2ncn1Cc1ccc(F)cc1)CCC3,-28,0,-7,94,-1,-1,-0.9,-13,-11,99
COc1ccc(OC)c(C(c2nnnn2CCc2ccccc2)N2CCN(c3ccccc3)CC2)c1 (centres undefined),-5,8,-6,66,nt,16,-0.5,-31,-1,68
CC(C)(C)c1[nH]nc2c1C(c1ccc(OC(=O)c3ccco3)cc1)C(C#N)=C(N)O2 (centres undefined),-84,3,5,100,nt,-2,-0.6,-3,-3,92
CCn1c(CCNC(=O)c2ccc(C)cc2)n[nH]c1=S,-8,12,-3,98,-3,1,-0.5,nt,7,88
Cn1cccc1/C=N/n1c(-c2ccc(Cl)cc2)n[nH]c1=S,-82,3,-17,80,0,3,-0.4,45,-2,80
COc1ccc(S(=O)(=O)N(C)CC(=O)NCc2cccnc2)cc1Cl,-43,5,18,102,-2,0,0.7,6,7,99
Cc1ccccc1OCC(=O)Nc1ccc(N2CCN(C(=O)C(C)C)CC2)c(Cl)c1,8,3,-4,29,nt,2,-1.6,nt,-6,39
CCCCN(C(=O)c1cc(OC)c(OC)c(OC)c1)C1=CC2CCC(C1)N2C (centres undefined),-21,24,2,98,0,-1,-1.1,98*,1,88
Cc1ccc(C(=O)N/C(=C/C=C\c2ccccc2)C(=O)NCc2ccco2)cc1,2,24,0,79,-10,2,-0.4,nt,-5,85
O=C(CCS(=O)(=O)c1cccc2nonc12)NC1CCCCCC1,-13,19,8,92,-2,0,-0.9,-46,-4,103
O=c1[nH]c(CN2CCN(S(=O)(=O)c3ccc(Cl)cc3)CC2)nc2cc(Cl)ccc12,-31,3,-14,79,-5,-1,-0.8,-44,6,82
Cn1c(C(=O)OCC(=O)NCc2ccco2)cc2sccc21,-29,15,-20,94,nt,-1,-2.9,-13,-12,100
COC(=O)N/N=C1\CCCc2ccccc21,-41,9,14,111,-4,2,0.2,nt,-2,99
Cc1ccc2ccc(C(Nc3ccccn3)c3ccccc3)c(O)c2n1 (centres undefined),-57,18,5,63,0,2,-1.8,nt,-4,60
CCCCn1c(SCC(=O)N2CCCc3ccccc32)nc2c1c(=O)n(C)c(=O)n2C,-43,10,-19,59,0,5,-1.6,22,2,48
Cc1cc(=O)c2cccc(Br)c2[nH]1,-30,17,0,102,nt,4,-0.9,16,nt,88
COC(=O)C1=C(C)N(CCc2cc(OC)c(OC)c(OC)c2)C(=O)N[C@H]1c1ccc(Br)cc1,-45,3,-3,76,nt,0,-3.8,-31,1,91
CCOC(=O)C1C(=O)NCC1c1ccccc1 (centres undefined),7,2,-8,97,0,2,-3.5,1,-12,92
CC(=O)Nc1cc(C(=O)NCc2ccco2)ccc1Sc1ccc(F)cc1,-5,10,-4,108,1,-2,0.1,nt,-1,97
CC(=O)Nc1cccc(C(=O)/C=C/c2ccc(N(C)C)cc2)c1,-33,22,13,58,0,0,-3.3,nt,2,56

# Continued (2 carried over from the part before).
SMILES,BB579 growth dn,Measles CPE,GALR2 blocker,HCT116 PTEN-null,Phagocytosis inh,NPY-Y2 antag,MRP1 act,E-sel TNF inh,Yeast lifespan up,HCT116 bCat-KO
CC(=O)Nc1cc(C(=O)NCc2ccco2)ccc1Sc1ccc(F)cc1,-5,10,-4,108,1,-2,0.1,nt,-1,97
CC(=O)Nc1cccc(C(=O)/C=C/c2ccc(N(C)C)cc2)c1,-33,22,13,58,0,0,-3.3,nt,2,56
COc1ccc(C(=O)OC(COc2ccccc2)Cn2ccnc2)cc1 (centres undefined),-32,8,-2,74,nt,4,-3.9,44,nt,66
CCCCC1CC(/C(C)=N/NC(N)=O)OC1=O (centres undefined),-24,7,2,102,2,1,-1.1,-3,-20,111
Cc1ccc(Nc2cc(-n3cccn3)ncn2)c(C)c1,-7,16,2,86,-1,2,0.3,22,-7,81
CCCCNC(=O)NCc1cnn(C)c1C,-11,9,5,92,-4,2,-0.3,-3,-5,98
Cn1c(=O)c(Oc2ccc(Cl)cc2)c(O)c2ccccc21,-34,4,4,94,-4,5,0.4,5,16,97
Cc1ccc(S(=O)(=O)c2c(C)nn(-c3ccccc3)c2OC(=O)c2ccc(Br)o2)cc1,-22,8,8,100,3,4,-0.3,nt,3,100
CC(=O)c1cc(C#N)c(Oc2ccc(F)cc2)nc1C,-18,7,2,104,nt,3,0.7,30,-25,98
Cc1ccc(S(=O)(=O)N(CC(=O)N2CCOCC2)C2CCCCC2)cc1,-9,17*,-3,104,nt,1,-0.7,-3,-12,84
Cc1ccc([N+](=O)[O-])cc1-c1[nH]c(-c2ccc(O)c(O)c2)nc1-c1ccccc1,-50,10,-9,28,-1,-5,-1.6,18,-5,35
CCCCc1c(C)nn(-c2nnc3c4ccccc4n(CC)c3n2)c1C,-73,6,1,77,-1,16,-1.9,2,-12,69
Fc1ccc(C2=Nn3c(nnc3-c3n[nH]c4c3CCC4)SC2)cc1,-56,36*,5,46,0,2,-1.6,-15,-8,37
Clc1cccc(Oc2ncc(CN3CCOCC3)s2)c1,4,1,4,102,nt,3,-0.4,20,-26,99
CS(=O)(=O)N(CC(=O)O)c1cccc(Cl)c1,-9,7,4,103,0,-2,-0.3,-61,5,104
Cc1cc(C)c(S(=O)(=O)N(C)CC(N)=O)c(C)c1,-52,4,-14,95,nt,1,-0.2,-1,7,105
Fc1ccc(N2CCN(Cc3cnc(Oc4ccc(Br)cc4)s3)CC2)cc1,-29,20,-12,81,0,6,0.9,nt,-14,90
CCOc1ccc(C(=O)N[C@H](C(=O)O)C(C)C)cc1,5,15,1,99,0,1,-1.5,-18,-4,101
O=C(c1cccs1)N1CCN(Cc2cccnc2)CC1,-17,7,nt,88,0,nt,-2.7,nt,nt,83
COC(=O)c1ccccc1OCc1cccc(C)n1,-6,3,8,90,0,-2,-0.5,nt,-14,100
O=C(Nc1ccc(Cl)cn1)c1cccnc1,10,5,-13,76,-1,1,0.3,-1,-16,80
O=C(COC(=O)Cn1cnc2ccccc2c1=O)Nc1ccc(Cl)c(C(F)(F)F)c1,-21,9,-1,89,-2,1,-1.6,nt,0,88
CC(C)C(=O)Nc1cccc(C(=O)Nc2nnc(C(C)C)s2)c1,-26,16,-2,94,nt,-2,0.7,36,nt,88
CCC(C)(C)C(=O)Nc1ccc(C(N)=O)cc1,-12,25,1,87,-1,0,-1.8,13,-30,99
CCCCOc1ccc(OCCCN2CCOCC2)cc1,-11,6,2,90,nt,4,-2.1,nt,-1,84
CN(C)S(=O)(=O)c1cc(C(=O)O)c(NC2CCCCC2)cc1Cl,-65,27,10,nt,-1,6,-0.1,-4,-1,104
CN(C)CCNS(=O)(=O)c1ccc(N2CCN(c3ccc(F)cc3)CC2)c([N+](=O)[O-])c1,23,15,-5,69,0,-1,-4.7,31,-7,51
CCN(CC)S(=O)(=O)c1ccc(NC(=S)NC(=O)CC(C)C)cc1,-31,4,11,85,-5,4,-3.2,nt,-2,82
CC1(C)Nc2ccccc2N(CCC(=O)N2CCOCC2)C1=O,-7,2,-17,95,-1,-1,-1.5,-17,-3,104
c1cncc(CNc2cccc(-c3nc4ccccc4[nH]3)c2)c1,-22,38,5,90,-4,4,-1.4,nt,7,87
COC(=O)c1ccc(C(=O)OC)c(NC(=O)CSCc2ccc(Br)cc2)c1,-31,9,-4,88,nt,4,-3.9,-43,-2,84
CC(C)CC(C(=O)NCC1CCCO1)N(C(=O)Cn1nnc(-c2ccc(F)cc2)n1)c1cccc(C(F)(F)F)c1 (centres undefined),-12,2,2,84,nt,0,-0.1,12,-17,97
